HEK cytotox: HEK 293 cell cytotoxicity. Potency, µM (top dose mostly 115 µM), for inactives: at the top dose activity change, negative = cytotoxicity, hits mostly inhibitors. 6.6% of 94,000 active. HEK 293 viability, ATP luminescence (CellTiter-Glo), 48-72 h; further: potency means the concentration at half of the fitted maximal effect; nearly all actives have a fitted effect of over 60% in size
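HEK 293 cells at 250 cells/well were exposed to compounds by pintool transfer for 48 or 72 hr at 37 degree Celsius, 5% CO2. Viability was read as ATP-coupled luminescence with CellTiter-Glo after 10 min at room temperature.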
GPT2 inhibitor: inhibitors of human GPT2 alanine aminotransferase; 0.25% of 100,000 active; Q8TD30; Potency, µM (top dose mostly 57.7 µM), for the others: at the highest dose activity change, negative = inhibition, most hits filed as inhibitors; Recombinant GPT2, coupled pyruvate oxidase/HRP Amplex Red fluorescence; further: potency means the concentration at half of the fitted maximal effect; nearly all actives have a fitted effect of over 60% in size; many of its hits are not listed in these tables
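Recombinant GPT2 (10ng/uL) with 250uM a-KG and 2mM L-alanine, 30 min at room temperature, in HEPES pH 7.5 buffer. Pyruvate detected by pyruvate oxidase/HRP/Amplex Red fluorescence after 30 min in the dark; AOA (50uM) as positive control.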
NIH3T3 tox: kills NIH 3T3 cells. NIH 3T3 viability, CellTiter-Glo ATP luminescence, 48-72 h. Potency, µM (doses to about 96.7 µM), for the others: at the highest dose activity change, negative = cytotoxicity, usual class: inhibitors. 4.3% of 94,000 active. AID 1345082; further: potency means the concentration at half of the fitted maximal effect; nearly all actives have a fitted effect of over 55% in size
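ATP-dependent luminescence (CellTiter-Glo) served as the viability signal for NIH 3T3 cells treated with compound for 48 or 72 hr at 37 °C.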
SNCA expr inhib: reduces expression of the alpha-synuclein gene | HEK-293 SNCA-luciferase knock-in, luminescence, 24 h | Potency, µM (top dose mostly 57.2 µM), inactives show top-dose activity change, negative = inhibition, usual class: inhibitors | 0.17% of 140,000 active | AID 1671194;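 further: potency means the concentration at half of the fitted maximal effect; plate controls were DMSO cells for no effect and cell-free wells for full effect; nearly all actives have a fitted effect of over 45% in size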
Luciferase inh: Photinus pyralis luciferase inhibition; AID 1347043; 2.5% of 76,000 active; Potency, µM (doses to about 115 µM), for inactives: top-dose activity change, negative = inhibition, usual class: inhibitors; P08659; purified P. pyralis luciferase, luminescence, biochemical; further: potency means the concentration at half of the fitted maximal effect; nearly all actives have a fitted effect of over 65% in size
Target sequence (P08659 whole entry, looked up): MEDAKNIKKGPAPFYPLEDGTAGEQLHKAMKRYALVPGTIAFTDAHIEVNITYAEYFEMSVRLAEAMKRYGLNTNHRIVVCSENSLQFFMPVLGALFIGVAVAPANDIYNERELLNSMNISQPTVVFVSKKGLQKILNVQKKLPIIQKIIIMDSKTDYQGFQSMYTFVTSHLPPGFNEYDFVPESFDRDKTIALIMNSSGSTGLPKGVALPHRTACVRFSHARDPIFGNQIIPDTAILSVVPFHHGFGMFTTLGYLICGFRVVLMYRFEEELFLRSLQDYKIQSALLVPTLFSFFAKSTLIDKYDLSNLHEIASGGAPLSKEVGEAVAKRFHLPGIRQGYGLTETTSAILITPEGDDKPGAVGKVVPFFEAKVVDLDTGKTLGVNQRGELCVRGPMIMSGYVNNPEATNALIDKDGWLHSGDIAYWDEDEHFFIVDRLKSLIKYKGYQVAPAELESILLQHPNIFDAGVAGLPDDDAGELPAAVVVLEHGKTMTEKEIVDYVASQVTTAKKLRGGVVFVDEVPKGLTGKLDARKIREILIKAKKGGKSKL
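Purified P. pyralis luciferase (10nM final) in 50mM Tris acetate pH 7.5, 10mM Mg acetate, 0.01% Tween-20, 0.05% BSA with 10uM D-luciferin and 10uM ATP. Compounds titrated qHTS. Luminescence imaged on CCD.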
SNCA viab count: reduces viability of HEK-293 SNCA reporter cells; Potency, µM (series often up to 57.1 µM), inactives show at the top dose activity change, negative = cytotoxicity, usual class: cytotoxic; HEK-293-SNCA-luc viability, GF-AFC fluorescence, 24 h; 0.12% of 150,000 active;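 further: potency means the concentration at half of the fitted maximal effect; 0% = DMSO-treated cells and -100% = medium-only wells without cells; nearly all actives have a fitted effect of over 30% in size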
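HEK-293-SNCA-luc cells (1500/well) plated 24 h, then exposed 24 h to a dilution series; GF-AFC added 30 min at 37C, fluorescence 405/540 nm; normalised to medium-only and DMSO wells, Hill fit.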
IP6K1 inh: blocks human inositol hexakisphosphate kinase 1; Q92551; IP6K1 kinase, ADP-Glo luminescence, 2 h; active compounds read low; activity change, % (series mostly up to about 58 µM); 0.81% of 140,000 active; in the data active means activity change below about -25%
Target sequence (Q92551 whole entry, looked up): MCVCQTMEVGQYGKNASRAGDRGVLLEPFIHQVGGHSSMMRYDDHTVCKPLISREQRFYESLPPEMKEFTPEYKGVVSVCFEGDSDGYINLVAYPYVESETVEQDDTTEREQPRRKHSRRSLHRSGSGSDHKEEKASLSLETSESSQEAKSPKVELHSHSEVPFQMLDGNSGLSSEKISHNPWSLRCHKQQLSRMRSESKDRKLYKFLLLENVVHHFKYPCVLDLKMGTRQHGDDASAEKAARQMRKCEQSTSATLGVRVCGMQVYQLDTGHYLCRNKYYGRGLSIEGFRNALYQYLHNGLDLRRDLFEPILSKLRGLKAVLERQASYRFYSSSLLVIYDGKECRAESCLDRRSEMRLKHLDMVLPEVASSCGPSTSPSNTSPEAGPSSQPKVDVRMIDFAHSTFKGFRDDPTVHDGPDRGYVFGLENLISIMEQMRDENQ
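ADP-Glo luminescence measures ADP made by human IP6K1 during a 2 h RT reaction with ATP/IP6 (mix at 1.3 mM/130 uM); top library doses 57.5 and 19.1 uM final.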
Numbers without * were called inactive; i = inactive; ? = inconclusive; . = not tested or not shown; & = joins results of further samples; [ ] = remark or other dose. Unless noted, the call rests on the fitted dose curve; in most records, active means well fitted curve in the direction sought with a large enough effect; inconclusive means small, poorly fitted or top-dose-only effect, or another doubt; inactive means no such curve, though single readings can be large; an effect the other way counts as inactive or inconclusive. Unless noted, on the % scale 0 is the no-effect control and ±100 the full control effect. This is a subset; rates above refer to the full screens.

A first look, three compounds:
SMILES | HEK cytotox | GPT2 inhibitor | NIH3T3 tox | SNCA expr inhib | Luciferase inh | SNCA viab count | IP6K1 inh
COc1cccc([S+](=O)([O-])N2CCn3c(nnc3-c3ccc(Cl)cc3)C2)c1 | -9% | 4% | ? | -2% | . | 6% | -3
Cn1cnnc1CC1CCN(C(=O)c2cn3ccsc3n2)CC1 | i | ? | i | 3% | 10% | 10% | -4
CCOc1ccc(-c2ccnc(N3CCNC(C)C3)n2)cc1C(=O)O (stereo not given) | 0% | -1% | -7% | ? | 1% | 3% | 4

All compounds of this part, repeating the preview:
SMILES | HEK cytotox | GPT2 inhibitor | NIH3T3 tox | SNCA expr inhib | Luciferase inh | SNCA viab count | IP6K1 inh
COc1cccc([S+](=O)([O-])N2CCn3c(nnc3-c3ccc(Cl)cc3)C2)c1 | -9% | 4% | ? | -2% | . | 6% | -3
Cn1cnnc1CC1CCN(C(=O)c2cn3ccsc3n2)CC1 | i | ? | i | 3% | 10% | 10% | -4
CCOc1ccc(-c2ccnc(N3CCNC(C)C3)n2)cc1C(=O)O (stereo not given) | 0% | -1% | -7% | ? | 1% | 3% | 4
O=C1NCCOCCCN(S(=O)(=O)c2cccc3cccnc23)[C@H]2CCCC[C@@H]12 | 2% | i | i | -2% | 3% | -18% | 2
O=C(Cn1c(-c2cccs2)cc2ccccc21)NCCc1ccc(Cl)cc1 | . | . | . | ? | . | 31% | -16
CC(C)CS(=O)(=O)Nc1ccc([C@H]2OCC(=O)N[C@@H]2CO)cc1 | -2%[172 µM] | 2%[88.5 µM] | 4%[174 µM] | 11%[87.6 µM] | 0%[172 µM] | 5%[87.6 µM] | -10
CCS(=O)(=O)N1CC(=O)N(c2cccc(Cl)c2)C(C)(C(=O)NC2CCCCCC2)C1 (stereo not given) | . | . | . | -10% | . | -20% | 23
COC(=O)[C@H]1CN(C(=O)c2cccnc2)CCN1C(=O)C1CCCCC1 | -17%[172 µM] | i | -5%[138 µM] | 4%[87.6 µM] | -1%[172 µM] | 15%[87.6 µM] | 6
COc1ccc(CNc2cc3c(cn2)CN(C)CCN3)cc1OC | ? | 2%[88.5 µM] | ? | -14%[87.6 µM] | 13%[172 µM] | -3%[87.6 µM] | -18
Cc1ccc(C(=O)NCCC(C)C)cc1NC(=O)c1nsc2ccccc12 | . | . | . | 26% | . | -22% | 6
COCCNC(=O)C1(C)CCc2cnc(Nc3cccc(OC)c3)nc21 (stereo not given) | ? | 1%[88.5 µM] | ? | -13%[87.6 µM] | -10%[172 µM] | 5%[87.6 µM] | -11
Cc1ccc(NC(=O)C2CCCN(c3cnn(Cc4ccccc4)c(=O)c3)C2)c(C)c1 (stereo not given) | ? | i | ? | 14% | -10% | ? | 13
COCC1CN(C)CC12CCN(C(=O)NC1CCCCC1)CC2 (stereo not given) | ? | ? | -21% | -12% | -2% | -13% | 11
COCCN1Cc2sccc2N(CC(O)COc2ccc(OC)cc2)CCC1=O (stereo not given) | ? | . | -33% | . | . | . | 8
O=C1CO[C@H]2CN(CCCc3ccccc3)C[C@H]2N1Cc1ccc(F)cc1 | ? | -17%[88.5 µM] | ? | -7%[87.6 µM] | 1%[172 µM] | -21%[87.6 µM] | 1
COc1ccccc1CC(=O)N1CCc2c(nc3cc[nH]n3c2=O)C1 | 1% | i | i | -20% | -5% | 6% | 12
Cn1ccc2c(C(=O)NCc3cccnc3)nc(-c3cccc4cc[nH]c34)cc21 | ? | ? | ? | -31%[87.6 µM] | 3%[172 µM] | ? | 32
CCOc1ccc(NC(=O)CSc2nc(-c3ccc(F)cc3)cc(C(F)(F)F)c2C#N)cc1 | . | . | . | -5% | . | 12% | -3
CC(CNC(=O)CCS(=O)(=O)c1ccc2c(c1)oc(=O)n2C)c1ccccc1 (stereo not given) | . | . | . | 83%[activator] | . | -6% | 23
Cc1ccc(C2Cn3nnc(C(=O)N4CCC(C(=O)NC5CCN(C)CC5)CC4)c3CO2)cc1 (stereo not given) | -4% | i | i | 38%[activator] | ? | 7% | 0
Cc1n[nH]c(C)c1CCC(=O)N1CCC(C2CCN(S(C)(=O)=O)CC2)C1 (stereo not given) | i | i | i | 21% | -11% | -5%[12.5 µM] | 4
Clc1ccc(CNc2nc(-c3ccccc3)no2)cc1 | ? | -12% | ? | 59%[activator] | 16µM* | -2% | -11
COc1ccc(Br)cc1CC1C(=O)Nc2ccccc21 (stereo not given) | . | . | . | -22% | . | -17% | -2
CC(C)NC(=O)CSc1cn(CC(=O)N2CCCCCC2)c2ccccc12 | . | . | . | 6% | . | -5% | 3
Cc1ccc(CNC(=O)C2CCCN(c3nc4ccccc4n4cccc34)C2)cc1 (stereo not given) | . | . | . | 9% | . | 14% | -12
The list goes on.
SMILES | HEK cytotox | GPT2 inhibitor | NIH3T3 tox | SNCA expr inhib | Luciferase inh | SNCA viab count | IP6K1 inh
COc1ccc(-c2nc(C(C)C)nc3c2CN([S+](=O)([O-])c2cccc(OC)c2)CC3)cc1 | ? | i | ? | -12% | 1% | -9% | 1
Cn1ccc2ccc(C(=O)N3CCN(CCOc4ccccc4)CC3)cc21 | ? | 1%[11.5 µM] | -28% | 11% | 10% | 10% | -4
Cc1ccc(CNC(=O)c2sc3nc4n(c(=O)c3c2C)CCCC4)cc1 | . | . | . | 26% | . | 2% | -7
COc1ccc(S(=O)(=O)N2CCCCC2c2nc(-c3cnccn3)n[nH]2)cc1 (stereo not given) | -5% | ? | 1% | 6% | 0% | 9% | 5
C#CCN(C)Cc1ccccc1 | . | 1%&2% | . | 10% | . | 2% | 36
Cc1ccc(Nc2nnc(-c3ccc(C)c(S(=O)(=O)NCc4nc5ccccc5[nH]4)c3)c3ccccc23)cc1 | . | . | . | -6% | . | -15% | -15
CCn1cc(-c2cc3c(cn2)CN(Cc2ccncc2)CCN3)cn1 | ? | 2%[88.5 µM] | -37%[138 µM] | -8%[87.6 µM] | ? | 2%[87.6 µM] | -19
O=c1c2c(n(Cc3ccccc3)n1-c1ccccc1)CN(Cc1ccc3c(c1)CCO3)CC2 | ? | 0% | ? | ? | -13% | -21% | -7
Clc1ccc(CN2CC[C@H](c3nc4cc(Cl)ccc4o3)C2)cc1 | ? | 4%[88.5 µM] | ? | 99%[activator][87.6 µM] | ? | 2%[87.6 µM] | 2
O=C(c1ccc(Cl)cc1)N1CC2(CCCN2CC2CC2)Cc2ccccc21 (stereo not given) | ? | -9% | ? | 11% | . | -6% | -17
CNc1nccc(N2CCC(CC(=O)NCCCN(C)C)CC2)n1 | -6% | i | -13% | -18% | -1% | -1% | 10
CCc1noc(-c2cn(C3CCCN(C(=O)c4cc(C)cc(C)c4)C3)nn2)n1 (stereo not given) | -7% | i | -20% | -16% | 12% | 3% | -6
O=C(C1CCC1)N1C[C@@H]2CC[C@H](C1)N(C(=O)Nc1ccc(F)c(F)c1)C2 | ? | i[11.5 µM] | ? | 26% | ? | -7% | 5
OC1(c2ccc(F)cc2)CCN(c2nccc(-c3ccccn3)n2)CC1 | ? | -10%[11.5 µM] | -23% | 26% | -16% | -19% | 51
COc1ccc(CC(=O)N2C[C@@H](C(N)=O)[C@H](c3nc(C)no3)C2)cc1Cl | -12% | -1% | -15% | -19% | -5% | 6% | 40
O=C1NC(C(=O)N2CCN(c3ncccn3)CC2)CN1Cc1ccccc1 (stereo not given) | 2% | i | -20% | 2% | -1% | 2% | -15
O=C(NCc1ccccc1F)c1ccc2c(c1)CN(Cc1ccncc1F)CCO2 | 45µM* | i | ? | 7% | . | -13% | 19
O=C1CC2(CCN(C(=O)C3CCCN3C(=O)Cc3ccc(F)cc3)CC2)Oc2ccccc2N1 (stereo not given) | -22% | -15% | -19% | -6% | . | -3% | -6
CCOc1ccc(NC(=O)C2CCN(C(=O)N3CC(C)Oc4ccc(Cl)cc43)CC2)cc1 (stereo not given) | . | . | . | ? | . | 4% | 3
CCN1CCC(N2CCC3(CC2)NCCc2c3[nH]c3ccc(OC)cc23)CC1 | 32µM* | -2% | 32µM* | 13% | 4% | 1%[12.5 µM] | -1
COc1cc(-c2nc3ccc(Cl)cn3c2Nc2ccc3c(c2)OCO3)ccc1O | . | . | . | -28% | . | ? | -2
Cc1ccc(C(=O)N2CCC(c3n[nH]c(=O)n3Cc3ccc(F)cc3)CC2)s1 | -5% | i | -16% | -14% | -3% | -3% | 4
CCCCc1ccc(NC(=O)Cn2ccn3nc(-c4ccc(F)cc4)c(CO)c3c2=O)cc1 | 0% | ? | i | -26% | 2% | 5% | 2
COc1ccccc1CNC(=O)CN1N=C(c2ccccc2)CCC1=O | . | . | . | 0% | . | -18% | 15
CCNC(=O)N[C@H]1[C@H](O)[C@@H](N2CCC(Cc3ccccc3)CC2)[C@@H]2OC[C@H]1O2 | -16%[172 µM] | -22%[88.5 µM] | -25%[174 µM] | -7%[87.6 µM] | -14%[172 µM] | -6%[87.6 µM] | 2

5 entries from above, with two lines to a compound.
Fields: HEK cytotox	GPT2 inhibitor	NIH3T3 tox	SNCA expr inhib	Luciferase inh	SNCA viab count	IP6K1 inh
O=C1NC(C(=O)N2CCN(c3ncccn3)CC2)CN1Cc1ccccc1 (stereo not given)
  2%	i	-20%	2%	-1%	2%	-15
Clc1ccc(CNc2nc(-c3ccccc3)no2)cc1
  ?	-12%	?	59%[activator]	16µM*	-2%	-11
COC(=O)[C@H]1CN(C(=O)c2cccnc2)CCN1C(=O)C1CCCCC1
  -17%[172 µM]	i	-5%[138 µM]	4%[87.6 µM]	-1%[172 µM]	15%[87.6 µM]	6
Cc1ccc(Nc2nnc(-c3ccc(C)c(S(=O)(=O)NCc4nc5ccccc5[nH]4)c3)c3ccccc23)cc1
  .	.	.	-6%	.	-15%	-15
OC1(c2ccc(F)cc2)CCN(c2nccc(-c3ccccn3)n2)CC1
  ?	-10%[11.5 µM]	-23%	26%	-16%	-19%	51

More structures.
SMILES | HEK cytotox | GPT2 inhibitor | NIH3T3 tox | SNCA expr inhib | Luciferase inh | SNCA viab count | IP6K1 inh
NC(=O)CCN(Cc1ccccc1)C(=O)C1CCN(C(=O)C2CCCC2)CC1 | -9% | i | -15% | -8% | -5% | -13% | 8
COc1cc(=O)n2c(c1C(=O)Nc1ccc(Br)cc1F)CCCC2 | ? | 3% | ? | 5% | -21% | -1% | 15
CNC(=O)[C@@H]1CN(Cc2ccc(Br)cc2F)C[C@H]1CO | -5% | i | -7% | ? | 1% | -21% | 2
O=c1[nH]c(N2CCOCC2)nc2c1CCN(Cc1ccc(F)cc1)CC2 | -16% | 1% | -36% | 9% | -9% | 5% | 0
O=C([C@@H]1C[C@H](Oc2cccnc2)CN1C(=O)c1ccncc1)N1CCCC1 | i | i | -5% | -17% | -6% | -11% | 3
CCN1C(=O)CCN(S(=O)(=O)c2cccc3cccnc23)CC12CCOCC2 | 1% | -11% | 3% | -2% | -1% | 5% | -5

Bioassay records deposited in PubChem BioAssay by National Center for Advancing Translational Sciences (NCATS).
